BoNT-F LC inh: blocks Botulinum neurotoxin F light chain protease | Multiplex microsphere protease cleavage assay, flow cytometry | inhibition, % at 10 µM | 0.22% of 360,000 active | AID 588497; in the data active = inhibition above about 35%, passing the limit was not always enough; inconclusive = no clear call, values can overlap the other calls; note: plate controls were buffer without enzyme for full effect and enzyme alone for no effect
Anthrax LF inh2: anthrax lethal factor protease inhibition. AID 588501. multiplex microsphere protease cleavage assay, LF. inhibition, % at 10 µM. P15917. 0.12% of 360,000 active; note: plate controls were buffer without enzyme for full effect and enzyme alone for no effect
Target sequence (P15917 whole entry, looked up): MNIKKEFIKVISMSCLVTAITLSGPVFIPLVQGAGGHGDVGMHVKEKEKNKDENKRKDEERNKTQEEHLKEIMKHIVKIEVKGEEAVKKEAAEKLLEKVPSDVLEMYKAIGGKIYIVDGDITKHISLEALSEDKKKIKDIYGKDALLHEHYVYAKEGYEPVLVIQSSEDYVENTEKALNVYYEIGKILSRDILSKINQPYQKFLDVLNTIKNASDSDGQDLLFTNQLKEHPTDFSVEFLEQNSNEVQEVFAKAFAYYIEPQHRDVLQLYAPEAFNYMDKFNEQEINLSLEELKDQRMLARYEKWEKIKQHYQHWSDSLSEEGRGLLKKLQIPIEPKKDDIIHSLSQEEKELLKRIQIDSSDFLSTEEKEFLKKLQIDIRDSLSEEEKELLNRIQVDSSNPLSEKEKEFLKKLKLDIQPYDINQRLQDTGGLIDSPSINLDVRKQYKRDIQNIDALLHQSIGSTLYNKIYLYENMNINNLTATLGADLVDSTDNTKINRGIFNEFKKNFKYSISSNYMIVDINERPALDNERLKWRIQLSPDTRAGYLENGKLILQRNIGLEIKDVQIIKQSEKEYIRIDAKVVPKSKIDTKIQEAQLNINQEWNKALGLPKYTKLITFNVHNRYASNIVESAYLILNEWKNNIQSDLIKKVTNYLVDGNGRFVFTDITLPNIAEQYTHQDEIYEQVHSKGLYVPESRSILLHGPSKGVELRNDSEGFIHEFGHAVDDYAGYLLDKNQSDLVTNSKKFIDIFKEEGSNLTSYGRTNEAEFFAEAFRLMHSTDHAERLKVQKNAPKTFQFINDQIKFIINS
3CLpro inhibitor: SARS-CoV 3CLpro protease inhibition; P0C6X7; recombinant SARS-CoV 3CLpro, quenched FRET peptide cleavage; inhibition, % at 6 µM; 0.14% of 290,000 active; in the data active = inhibition above about 12%
SSB-PriA inh: blocks PriA binding to SSB C-terminal tail. AID 1272365. 0.6% of 430,000 active. AlphaScreen SSBct-PriA binding, biotinylated peptide. inhibition, % at 33 µM; in the data active = inhibition mostly above about 37%, no sharp cut-off; inactive = mostly below about 20%;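 note: plate controls were negative control peptide for no effect and reference peptide for full effect; strong numbers were not always called active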
PrPC TRFRET: reduces human prion protein on the cell surface; cell surface PrPC, TR-FRET read-out; inhibition, % at 13.8 µM; P04156; 0.43% of 370,000 active; in the data active = inhibition above about 24%; note: 0% = median of the test wells and 100% = reference compound wells
MazEF act: activators of E. coli MazEF toxin-antitoxin RNase; P0AE70; FAM/BHQ RNA-DNA oligo cleavage fluorescence, 5 h; activation, % at 20 µM; 0.32% of 350,000 active; in the data active = activation above about 50%
Rv3671c protease: inhibitors of M. tuberculosis serine protease Rv3671c; P9WHR9; inhibition, % at 5.96 µM; 0.048% of 320,000 active; AID 2606; in the data active = inhibition above about 38%;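 note: extracellular domain of Rv3671c used as enzyme; 0% = enzyme with DMSO and 100% = no enzyme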
DUSP3 inh: blocks human VHR1 dual specificity phosphatase. inhibition, % at 13.3 µM. 0.52% of 290,000 active. P51452. AID 1654. recombinant VHR phosphatase, pNPP absorbance; in the data active = inhibition above about 50%; note: some compounds called inactive have numbers as strong as hits
Target sequence (P51452 whole entry, looked up): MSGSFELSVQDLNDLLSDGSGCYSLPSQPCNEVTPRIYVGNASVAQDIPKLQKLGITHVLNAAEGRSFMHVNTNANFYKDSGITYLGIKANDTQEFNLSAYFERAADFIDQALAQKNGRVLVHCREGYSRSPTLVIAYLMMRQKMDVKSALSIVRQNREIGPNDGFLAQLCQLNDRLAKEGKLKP
BoNT-A LC inh2: inhibitors of Botulinum neurotoxin A light chain protease; multiplex microsphere protease substrate cleavage, flow cytometry; inhibition, % at 10 µM; 0.17% of 360,000 active; AID 588499; note: plate controls were buffer without enzyme for full effect and enzyme alone for no effect
CCHFV vOTU inh: blocks the CCHF virus ovarian tumor domain protease | inhibition, % at 11.5 µM | 0.55% of 370,000 active | CCHFV vOTU protease, Pep-AMC fluorescence | AID 651958; in the data active = inhibition above about 30%; note: 0% = vehicle wells with enzyme and 100% = no enzyme wells
* marks the source's active call; other numbers are inactive results; ? = inconclusive; / = no result given. Cut-off read from the data, not from the text of the source, unless noted: active = inhibition above about 30%; inconclusive = no clear call, values can overlap the other calls; inactive = below that. The list is partial; rates above refer to the full screens.

SMILES	BoNT-F LC inh	Anthrax LF inh2	3CLpro inhibitor	SSB-PriA inh	PrPC TRFRET	MazEF act	Rv3671c protease	DUSP3 inh	BoNT-A LC inh2	CCHFV vOTU inh
Cc1ccc(NC(=O)COC(=O)C2CCN(c3ccc(C(F)(F)F)cn3)CC2)cc1	-11	-6	/	-15	-6	0	-2	/	-1.0	23
COc1cc(C(=O)NC(=S)N(CCc2ccccc2)CCc2ccccc2)cc(OC)c1OC	-6	-2	2	12	12	3	0	3	1.0	3
CN1N=C2c3ccccc3CCC2C1c1ccc(C(F)(F)F)cc1 (centres undefined)	/	/	-2	5	/	0	-3	24	/	/
CCCCC(=O)Nc1c2c(nn1-c1ccc([N+](=O)[O-])cc1)CS(=O)(=O)C2	-21	0	0	0	-13	10	0	6	0.0	-6
CCCCN1CC(=O)N2[C@H]3c4ccccc4OC[C@@H]3[C@H](C(=O)OCC)[C@]2(C)C1=O	5	2	/	-9	-1	23	-1	/	0.0	4
O=C(O)CC(NNC(=O)c1ccccc1)C(=O)Nc1ccc([N+](=O)[O-])cc1 (centres undefined)	-2	2	-3	-3	-4	5	20	0	0.7	0
COc1ccc([C@H]2CC(=O)C=C(c3cccc4c3sc3ccccc34)C2)cc1OC	-2	-3	/	4	-4	-16	-34	/	0.3	2
Cn1c(=O)c2c(nc(SCC(=O)NC3CCCC3)n2C)n(C)c1=O	-6	-1	-2	-13	-4	5	-2	26	-1.2	6
Cc1cccc(C2c3[nH]c4ccccc4c3CCN2C(=O)c2cc(CC(C)C)[nH]c(=O)n2)n1 (centres undefined)	-4	-3	3	4	9	7	-4	6	-0.4	15
COCCNC(=O)C1(C)C=CC2(CCCCC2)N1C(=O)c1ccccc1 (centres undefined)	-10	4	-1	-9	0	9	2	9	-0.7	8
Cc1cc(OCC(=O)C(C)(C)C)c2c(C)c(C)c(=O)oc2c1	3	-2	1	-11	-1	0	-6	-1	-0.1	-6
CCC(=NCc1cc(OC)cc(OC)c1)c1c(O)n(C)c(=O)n(C)c1=O	-2	-5	0	7	-2	4	-6	23	?	-11
O=C(NC1CCN(Cc2ccccc2)CC1)c1cccc(S(=O)(=O)Nc2cc(C(F)(F)F)ccc2Cl)c1	-2	0	-4	-6	-4	0	-3	8	-0.2	5
CCC(c1nnnn1-c1ccc2c(c1)OCCO2)N1CCC2(CC1)C(=O)NCN2c1ccccc1 (centres undefined)	-5	-5	/	/	-12	/	/	/	0.4	-2
C/C(CC(=O)Nc1ccc2c(c1)OCCO2)=N\NC(=O)c1ccccc1Cl	1	0	6	/	7	5	-5	7	0.8	6
CCOC(=O)C1C(C)=C(Nc2ccc(OC)cc2)C(=O)N1c1ccc(OC)cc1 (centres undefined)	0	0	7	-1	6	1	6	-5	0.8	-5
CC(O)c1nc2ccccc2n1CC(=O)Nc1ccc(F)cc1Cl (centres undefined)	2	3	-3	-7	-1	11	-1	2	0.2	-14
COc1cc(C(=O)NNC(=O)C2CCCC2)cc(OC)c1OC	-3	-2	2	13	-6	-1	4	31	-3.2	-9
CCOc1ccc(-c2[nH]ncc2Oc2ccccc2OC)c(O)c1	-9	-7	0	6	-6	0	4	12	-0.5	9
O=C(c1ccc(Br)o1)N(c1ccc(Br)cc1)C1C=CS(=O)(=O)C1 (centres undefined)	8	4	-8	-4	-4	8	-8	-1	0.4	0
COc1ccc(S(=O)(=O)Nc2ccc(F)cc2)cc1N(C)S(=O)(=O)c1ccc(Cl)cc1	-22	-1	17*	4	10	-1	-11	26	-1.9	-9
Cc1cc(C)n(-c2nc(N(C)C)nc(N3CCOCC3)n2)n1	-15	-8	-4	-15	-7	8	-2	8	-0.7	6
Cc1nn(C(C)C(=O)NCCN2CCCC2)c(=O)c2c1sc1ccccc12 (centres undefined)	-4	1	-2	-5	-3	9	1	14	-0.2	4
O=C(NNc1nc2c(F)cccc2s1)c1ccccc1	2	-4	-1	-13	1	-2	2	19	-0.1	11
CN(C)S(=O)(=O)c1cccc(NC(=O)c2ccc(Sc3nncn3C)c([N+](=O)[O-])c2)c1	-5	-9	2	-1	-40	-2	-3	-10	-0.4	-12
CNC(=O)c1c(NC(=O)c2ccco2)sc2c1CCC2	-9	-1	-6	-8	-5	4	-11	7	2.3	6
C/C(=N\Nc1ccc(Cl)cc1)c1ccccn1	-12	-5	-2	/	12	-25	-9	43	-1.4	-8
Cn1c(N2CCN(c3ccccn3)CC2)nc2c1c(=O)n(Cc1ccc(Cl)cc1)c(=O)n2C	6	-1	4	-16	0	-3	-11	-21	-0.2	1
CC(=O)N1CCN(C(=O)Nc2cccc(C(F)(F)F)c2)CC1	4	0	-2	-16	-4	6	0	15	0.2	-3
Cc1cccc(NC(=S)N2CCN(c3ccccc3)CC2)c1	-6	-4	2	0	9	7	7	12	-0.3	-6
CCO[C@H]1OC(C(=O)O)=C[C@@H](C(C)(C)C)[C@@H]1CCCO	-16	-7	/	9	5	-1	-5	/	-1.2	2
S=C(NCc1ccccc1)Nc1ccc2cn[nH]c2c1	1	-2	-2	4	6	4	9	-12	-1.2	15
N#Cc1cccc(C#N)c1Oc1ccc(N)cc1	?	-5	4	0	1	-1	7	-9	-3.0	-10
COc1ccc(C23CC4CC(CC(C(=O)O)(C4)C2)C3)c(F)c1	14	-9	7	-5	-3	-3	-1	/	-1.9	-9
Cc1nc2sccn2c1-c1nc(-c2cc3ccccc3o2)cs1	18	0	-6	-10	3	-10	-8	40	2.7	6
Fc1ccc(/C=C2\CCCC3=C2Nc2ncnn2C3c2ccc(F)cc2)cc1 (centres undefined)	-4	-3	-6	6	-6	-1	-3	12	0.3	5
COc1ccc(C(=O)C2CCCN(S(=O)(=O)c3cccc(C)c3)C2)c(C)c1 (centres undefined)	-22	7	0	-13	13	-5	-14	23	-2.0	1
O=C(Nc1ccccc1F)C1(c2ccccc2)CC1(Cl)Cl (centres undefined)	2	-2	0	-24	4	-7	-6	-4	0.5	-2
Cn1c(SCC(=O)NC2CC2)nnc1C(F)(F)F	-3	-6	-2	-10	-3	7	7	2	-0.6	2
CCN1CCN(CCCNC(=O)C2c3ccccc3C(=O)N(c3ccc(OC)cc3)C2c2ccc(OC)cc2)CC1 (centres undefined)	-3	9	-1	-1	-4	8	7	6	0.5	8
COc1cc2c3nc4n(c(=O)c3n(CC(=O)N3CCCC3)c2cc1OC)CCS4	-5	2	/	-10	1	1	/	/	-1.4	7
CCNc1ccc(C(=O)OCC(=O)NCc2ccc(C)cc2)cc1[N+](=O)[O-]	4	-1	2	6	-8	-2	-5	15	-0.4	13
Nc1c(N(Cc2ccccc2)C(=O)COc2cccc(Cl)c2)c(=O)[nH]c(=O)n1Cc1ccccc1	-5	-3	/	-4	4	-1	-6	/	0.2	-3
N#Cc1cc[n+](CC(=O)c2ccc(NC(=O)c3ccccc3)cc2)cc1	-8	4	1	3	-8	-3	-10	25	6.0	6
C/C(=N\NC(=O)c1nnn(-c2nonc2N)c1-c1cccs1)c1cccnc1	5	-1	-2	/	-4	3	11	17	-1.6	8
CC(C)[C@H](NC(=O)c1ccco1)C(=O)N(C)Cc1ccc(C(F)(F)F)cc1	0	-2	-3	-7	0	12	11	17	2.9	-2
O=C(c1ccc(CS(=O)c2ccccc2Cl)o1)N1CCOCC1 (centres undefined)	-5	0	-8	-18	-3	1	5	11	1.0	15
Cc1cccc2cc(C#N)c(N3CCN(C)CC3)nc12	8	-3	-5	-27	-14	1	-10	-4	-0.1	-12
Cc1cc(C)c(C(=O)COC(=O)CN2C(=O)NC3(CCCC3)C2=O)cc1C	-9	-4	/	-1	-4	3	6	/	-0.8	3
C[C@H]1CN([C@@H](C)CO)S(=O)(=O)c2ccc(Br)cc2O[C@H]1CN(C)C(=O)Cc1ccncc1	-2	1	/	/	-3	/	/	/	-1.2	2

A different layout for part of the listing above:
Sequence of screens – BoNT-F LC inh, Anthrax LF inh2, 3CLpro inhibitor, SSB-PriA inh, PrPC TRFRET, MazEF act, Rv3671c protease, DUSP3 inh, BoNT-A LC inh2, CCHFV vOTU inh
CCNc1ccc(C(=O)OCC(=O)NCc2ccc(C)cc2)cc1[N+](=O)[O-]
→ 4, -1, 2, 6, -8, -2, -5, 15, -0.4, 13
C[C@H]1CN([C@@H](C)CO)S(=O)(=O)c2ccc(Br)cc2O[C@H]1CN(C)C(=O)Cc1ccncc1
→ -2, 1, /, /, -3, /, /, /, -1.2, 2

More structures
SMILES	BoNT-F LC inh	Anthrax LF inh2	3CLpro inhibitor	SSB-PriA inh	PrPC TRFRET	MazEF act	Rv3671c protease	DUSP3 inh	BoNT-A LC inh2	CCHFV vOTU inh
CSc1ccccc1C(=O)N1CCCCC1	4	-2	-1	-3	-5	-1	3	23	0.4	6
Cc1cccc(NC(=O)CN2C(=O)S/C(=C\c3cccn3-c3cccc(C(=O)O)c3)C2=O)c1	-1	-2	-3	2	3	-25	-25	101	0.1	18
COc1ccc(-c2nnc(NC(=O)c3ccccc3C)o2)cc1	-9	0	/	-1	10	1	3	18	-0.5	-6
COc1ccc2c(c1)c1ncn(CC3CCCO3)c(=O)c1n2C (centres undefined)	-12	-3	3	-11	-5	0	-2	17	-0.7	-134
Cc1c(C(=O)O)sc(S(=O)(=O)N2CCN(C(=O)CC(C)c3ccccc3)CC2)c1C(=O)O (centres undefined)	-2	-4	/	-5	1	3	/	/	-0.2	-5
Cc1c(Cc2ccccc2)c(=O)oc2c(CN(C)C)c(O)c(Cl)cc12	-6	1	-2	-13	-4	5	-1	0	-0.1	-327
COc1ccc(NC(=O)CC2CC3CCC2C3)cn1 (centres undefined)	-2	2	2	-5	4	-26	3	13	-1.1	4
CS(=O)(=O)c1ccc2nc(NC(=O)CCC(=O)c3cccs3)sc2c1	-14	3	5	-3	7	-6	1	13	2.8	17
COc1cccc(/C=C/C(=O)c2ccc3c(c2)OCCO3)c1OC	/	/	-1	-2	0	1	-4	-16	/	8
COc1cc2[nH]c(=O)n(CCC(=O)NC3CCCC3)c(=O)c2cc1OC	-4	-1	2	-1	8	-9	2	-12	-0.5	7
COC(=O)c1ccc(CN2CCCC(CCC(=O)NCc3ccc(C)o3)C2)cc1 (centres undefined)	-2	-1	0	-18	-1	1	-1	28	-1.8	-3
COc1ccc(-c2nnnn2C)cc1S(=O)(=O)NCc1ccccc1	-11	-4	-2	-16	-1	-3	1	7	?	-19
CC(=O)NC1(c2ccccc2)CCN(Cc2nnnn2C(C)(C)C)CC1	-21	-3	-7	-7	7	10	4	4	-0.8	9
C[C@H](CO)N1C[C@H](C)[C@@H](CN(C)C(=O)NC2CCCCC2)Oc2ccc(NC(=O)c3ccncc3)cc2C1=O	0	1	/	3	2	7	1	/	0.3	13
COc1ccc2oc(-c3ccccc3)cc(=O)c2c1	-2	-10	/	/	-2	/	/	/	0.0	-56
CCCn1c(CCNc2nc(-c3ccc(Cl)c([N+](=O)[O-])c3)cs2)nc2cc(Cl)c(Cl)cc21	-4	-7	8	10	-2	2	-13	1	-0.8	7
COc1ccc(-n2c(SCC(=O)Nc3sc4c(c3C#N)CCCC4)nnc2-c2ccccc2OC)cc1	-6	-4	11	7	7	-1	-23	13	-0.5	11
CC(/C=N/NC(=O)c1cccc([N+](=O)[O-])c1)=C\c1ccccc1	-2	-2	-1	/	2	-1	-3	16	0.1	-1
COc1ccc(CNc2oc(-c3ccccc3)nc2C#N)cc1	5	0	3	11	-3	1	-4	2	-0.4	-26
Cc1ccc(C(=O)C(OC(=O)CCC(=O)Nc2cccc(C)c2)c2ccccc2)cc1 (centres undefined)	-3	-4	1	-2	0	-1	0	0	-0.3	-5
Nc1nnc(SCC(=O)OCC(=O)c2ccccc2Br)s1	3	-1	2	-17	4	9	2	20	-0.1	-1
